Source: PubChem BioAssay (several laboratories)
GSK3B inh: inhibitors of human GSK3beta kinase; activity score (negative = inhibition), % at 10 µM; P49841; 0.038% of 300,000 active; GST-GSK3beta kinase, ADP-Glo luminescence, 60 min; hits give low values;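 active means more than half of replicate wells score below -50%, meaning over 50% inhibition versus plate controls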;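 further: 0% = median DMSO wells and -100% = median GW8510 positive control wells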
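test system = GST-tagged human GSK3beta kinase, cell-free | reagent = 25 µM ATP with peptide substrate | dosing = one dose of 10 µM per compound | schedule = 60 min reaction, RT | detection = luminescent ADP-Glo measurement of ADP formed | control set = DMSO neutral wells and GW8510 at 20 µM as positive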
RGS4 pot: RGS4 potentiation or activation | HEK293 M3R/inducible RGS4, carbachol calcium flux Fluo4; hits give low values | B-score at 10 µM | 0.92% of 310,000 active | AID 463111;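 active means B-score of the integrated calcium signal more than 4 SD below the library mean, with starting fluorescence not abnormally high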;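 further: negative B-score means reduced calcium response which marks RGS4 activation or potentiation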
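Material: M3R-expressing HEK293 line, RGS4 induced by doxycycline | Schedule: Overnight RGS4 induction, 30 min dye load 37 °C, 20 min compound RT | Measured by: Fluo4 fluorescence kinetic imaging of calcium | Read-out: Integrated calcium ratio converted to B score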
PolyA inhibitor: inhibitors of polyadenylation in S. cerevisiae; S. cerevisiae SKY197-pL101 polyadenylation reporter, beta-gal luminescence; efflux-impaired pdr1/pdr3 knockout yeast; score 100 = 6 SD above DMSO; calls only at 12 µM; 0.02% of 300,000 active; AID 1875;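 active means lowest replicate activity score at least 50, where 100 means six control SD above control mean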;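 further: yeast exposed to compound for 9 h at 30 °C; higher score means more reporter readthrough which indicates perturbed polyadenylation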
KCNK3 block: human KCNK3 channel inhibition, primary screen. O14649. CHO-KCNK3 thallium flux, FluxOR fluorescence; hits give low values. B-score at 10 µM. 0.84% of 340,000 active. AID 602410;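 active means B-score under library mean minus 4 SD, starting fluorescence ratio at most library mean plus 5 SD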;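 further: more negative B-score means stronger inhibition of thallium flux through KCNK3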
Target sequence (O14649 whole entry, looked up): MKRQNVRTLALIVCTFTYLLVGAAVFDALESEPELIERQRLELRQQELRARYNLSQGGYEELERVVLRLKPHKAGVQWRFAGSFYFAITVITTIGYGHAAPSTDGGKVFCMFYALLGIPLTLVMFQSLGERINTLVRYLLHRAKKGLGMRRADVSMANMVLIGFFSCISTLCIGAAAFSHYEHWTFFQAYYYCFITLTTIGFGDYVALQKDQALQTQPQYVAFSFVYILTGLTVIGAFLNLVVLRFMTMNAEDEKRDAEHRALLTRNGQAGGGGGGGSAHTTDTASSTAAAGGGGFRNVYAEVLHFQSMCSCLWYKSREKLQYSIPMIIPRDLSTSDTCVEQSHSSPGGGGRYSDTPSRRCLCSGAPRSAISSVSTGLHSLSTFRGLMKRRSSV
RGS4 inh: inhibitors of human RGS4; P49798; HEK293 M3R/RGS4 inducible, Fluo-4 calcium flux; hits give high values; triggered by carbachol at its EC20; B-score at 10 µM; 0.45% of 310,000 active; AID 463165;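 active means B-score, a plate-corrected calcium signal, over three deviations above library mean, with baseline fluorescence within five deviations of library mean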;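 further: RGS4 expression induced by doxycycline in cells with stable M3 receptor; B-score is computed from the integrated fluorescence ratio over baseline after carbachol; higher B-score means a larger calcium signal and so more RGS4 inhibition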
Target sequence (P49798 whole entry, looked up): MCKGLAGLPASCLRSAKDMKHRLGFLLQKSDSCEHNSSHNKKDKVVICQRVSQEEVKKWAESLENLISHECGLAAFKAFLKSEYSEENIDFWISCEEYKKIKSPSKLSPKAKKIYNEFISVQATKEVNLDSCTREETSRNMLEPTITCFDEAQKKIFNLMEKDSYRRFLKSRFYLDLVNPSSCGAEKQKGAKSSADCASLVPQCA
KCNK9 inh: inhibitors of human KCNK9 two-pore domain potassium channel. Q9NPC2. B-score at 10 µM. AID 488922. HEK293 KCNK9, FluxOR thallium flux fluorescence; hits give low values. 1.2% of 310,000 active;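 active means ratio B-score over 3 SD below the library mean, with starting fluorescence within 5 SD of its mean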;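 further: negative B-score means less thallium flux so channel inhibition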
GSK3 alpha inh: blocks human GSK-3 alpha kinase. P49840. AID 2650. 0.1% of 320,000 active. inhibition, % at 10 µM. ADP-Glo luminescence, 60 min;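 in the data active means inhibition above about 50%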;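 further: GST-tagged GSK-3 alpha with peptide substrate and 25 µM ATP; 0% = DMSO neutral wells and 100% = GW8510 positive control wells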
Target sequence (P49840 whole entry, looked up): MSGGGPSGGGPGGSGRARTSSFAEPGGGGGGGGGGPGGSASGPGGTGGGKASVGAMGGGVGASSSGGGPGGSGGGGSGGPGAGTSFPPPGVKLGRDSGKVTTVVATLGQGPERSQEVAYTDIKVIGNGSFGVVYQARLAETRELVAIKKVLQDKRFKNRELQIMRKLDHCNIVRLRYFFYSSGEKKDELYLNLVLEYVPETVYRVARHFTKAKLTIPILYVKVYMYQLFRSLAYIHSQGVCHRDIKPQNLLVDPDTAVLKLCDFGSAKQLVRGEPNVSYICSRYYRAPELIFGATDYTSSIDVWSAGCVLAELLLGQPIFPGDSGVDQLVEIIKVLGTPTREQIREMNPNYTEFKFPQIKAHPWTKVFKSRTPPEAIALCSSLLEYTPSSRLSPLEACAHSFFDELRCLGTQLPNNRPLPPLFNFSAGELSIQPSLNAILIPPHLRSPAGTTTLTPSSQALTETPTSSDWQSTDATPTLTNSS
DYRK1A inh: blocks rat Dyrk1A kinase activity. ADP-Glo luminescence, NFATc1 peptide. inhibition, % at 12.5 µM. 0.43% of 310,000 active. AID 504441; in the data active means inhibition above about 50%;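 further: plate controls were vehicle with enzyme for no effect and no enzyme for full effect; many of its hits are not listed in these tables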
KCNQ1 block: blocks the human KCNQ1 potassium channel | CHO-K1 KCNQ1, FluxOR thallium flux fluorescence; hits give high values | B-score at 10 µM | 1.3% of 310,000 active;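 active means compounds whose thallium flux B-score, printed positive for inhibition, exceeds three library SD while starting fluorescence stays within three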;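 further: channel opened by potassium depolarization with thallium stimulus after 20 min compound exposure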
hERG rescue: shields human hERG channel from block by proarrhythmic agents. CHO-hERG, FluxOR thallium flux, dofetilide IC70 present. activation (rescue from dofetilide block), less the hit threshold, % at 10 µM. 0.51% of 310,000 active. AID 1511;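 active means activation above the mean of controls blocked by dofetilide plus 5 SD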;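 further: thallium influx through hERG after potassium depolarization seen as dye fluorescence rise; in these data hits start at about 4.7%; inactives centre near -7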
KCNQ1 act: potentiators or activators of human KCNQ1 potassium channel | B-score at 10 µM | 0.35% of 310,000 active | AID 2648 | P51787 | CHO-K1 KCNQ1, thallium flux FluxOR fluorescence; hits give high values;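 active means fluorescence ratio B-score, a plate-corrected score, at least three library SD, with initial intensity B-score within 5 SD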
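Assay system: CHO-K1 cells stably expressing KCNQ1. Medium: assay buffer for compound exposure, DMSO matched across wells. Timing: 37 °C overnight plating, 90-min dark dye load, 20-min compound pretreatment. Signal: kinetic FluxOR fluorescence, 10 s baseline plus 110 s post-stimulus.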
Numbers without * were called inactive; i = inactive; nt = not tested or not shown.

SMILES | GSK3B inh | RGS4 pot | PolyA inhibitor | KCNK3 block | RGS4 inh | KCNK9 inh | GSK3 alpha inh | DYRK1A inh | KCNQ1 block | hERG rescue | KCNQ1 act
CC(=O)c1csc(Nc2ccccc2Cl)n1 | 0 | i | i | i | i | i | -3 | 12 | i | -9 | i
CCOCCCNCc1ccc(OC)cc1 | 0 | i | i | i | i | i | -2 | 7 | i | -7 | i
O=S(=O)(c1ccc(Cl)cc1)N1CCN(Cc2ccncc2)CC1 | -1 | i | i | i | i | i | -3 | -2 | i | -2 | i
CCCCn1c(N)c(N(CC(C)C)C(=O)CSCc2c(C)noc2C)c(=O)[nH]c1=O | 2 | i | i | i | i | i | nt | 6 | i | -3 | i
COc1ccc(OCc2cc(C(=O)N3CCN(C4CCCC4)CC3)no2)c(Cl)c1 | 1 | i | i | i | i | i | -3 | 6 | i | -14 | i
CCCN(CC1CC1)c1nc(C)nc(Nc2c(Cl)cc(Cl)cc2Cl)c1Cl | 0 | i | i | i | i | i | -3 | -3 | i | -13 | i
COc1cccc(/C=N\NC(=O)c2sc(N)nc2C)c1OC | 0 | i | i | i | i | i | -1 | -18 | i | -6 | i
CC(=O)Nc1c(C(=O)N2CCN(c3ccccn3)CC2)cnn1-c1ccc(C)cc1 | 0 | i | nt | i | i | i | -1 | -6 | i | -4 | i
COc1ccc(NC(=O)CN(c2ccc(C)cc2)S(C)(=O)=O)c(OC)c1 | 2 | i | i | i | i | i | nt | 4 | i | -3 | i
CC(C)(C)OC(=O)N[C@@H](Cc1ccccc1)C(=O)N1CCC(C(=O)N[C@@H](CCC(N)=O)C(=O)O)CC1 | -2 | i | i | i | i | i | 0 | 2 | i | -6 | i
O=C(CSc1nnc(-c2c[nH]c3ccccc23)o1)c1ccccc1 | -5 | i | i | i | i | i | -2 | -3 | i | -10 | i
O=C(O)c1cnc(-c2ccccc2)nc1Oc1ccccc1 | -2 | i | i | i | i | i | -4 | -3 | i | -9 | i
NNC(=O)CS(=O)(=O)c1ccc(Cl)cc1 | -3 | i | i | i | i | i | -2 | 1 | i | -13 | i
CCOC(=O)CN=C/C(C(=O)Nc1nccs1)=C(/C)O | -2 | i | i | i | i | i | -1 | 3 | i | -6 | i
COc1ccc(CNc2nc3nc(-c4ccccc4)cc(=O)n3[nH]2)cc1OC | 1 | i | i | i | i | i | -3 | 4 | i | 0 | i
O=C(c1cc(COc2cccc3cnccc23)on1)N1CCC(c2ccccc2Cl)C1 (stereo not drawn) | 6 | i | i | i | i | i | -1 | nt | i | -9 | i
CCS(=O)(=O)Nc1ccc2c(c1)N(C(C)=O)c1ccccc1CC2 | 3 | i | i | i | i | i | -2 | 0 | i | -4 | i
O=C(O)c1ccc(Cl)c(S(=O)(=O)Nc2cccc(C(=O)Nc3cccc(C(F)(F)F)c3)c2)c1 | 5 | i | i | i | i | i | -2 | 4 | i | -8 | i
CCOC(=O)c1sc(NC(=O)CSc2nc(-c3ccco3)cc(C(F)(F)F)n2)c(C#N)c1C | 2 | i | i | i | i | i | -3 | 3 | i | -7 | i
Cc1nnc(N/N=C/c2ccc(O)c([N+](=O)[O-])c2)[nH]c1=O | -2 | i | i | i | i | i | -4 | 4 | i | -2 | i
COc1cccc(/C=C/C(=O)Nc2ccc3nc4n(c(=O)c3c2)CCCC4)c1OC | 0 | i | i | i | i | i | -13 | -10 | i | -3 | i
FC(F)(F)c1nnc(-c2ccccc2)nc1Sc1ccccc1 | 0 | i | i | i | i | i | 6 | 1 | i | -4 | i
COc1ccccc1-n1c(SCC(=O)N2CCCC2)nc2cccnc21 | 0 | i | nt | i | i | i | 0 | 0 | i | -4 | i
O=C(N/C(=C/c1ccccc1Cl)C(=O)N1CCCCC1)c1ccco1 | -5 | i | i | i | i | i | 2 | nt | i | -5 | i
Cc1c(Cc2ccccc2)sc(NC(=O)Cc2ccccc2)c1C(N)=O | 1 | i | i | i | i | i | 1 | -4 | i | -5 | i
CCOc1ccc(CCNC(=O)Nc2ccccc2)cc1OCC | -8 | i | i | i | i | i | -1 | -4 | i | -8 | i
CNCc1c(OCc2ccccc2F)ccc2ccccc12 | 3 | i | i | i | i | i | 0 | 5 | i | -4 | i
N#Cc1nc(-c2ccccc2Cl)oc1N1CCN(C(=O)c2ccco2)CC1 | 4 | i | i | i | i | i | 1 | -2 | i | -12 | i
Cn1c(=O)c2c(ncn2CC(=O)Nc2nnc(Cc3ccccc3)s2)n(C)c1=O | 3 | i | i | i | i | i | -2 | 0 | i | -2 | i
Cc1nc2scc(C)n2c(=O)c1S(=O)(=O)Nc1ccc(OC(F)(F)F)cc1 | 1 | i | i | i | i | i | -1 | nt | i | -10 | i
CC1(C)C2CCC1(CS(=O)(=O)N1CCC(C(=O)O)CC1)C(=O)C2 (stereo not drawn) | -1 | i | i | i | i | i | -3 | 1 | i | -10 | i
O=C(CCCOc1ccc(Cl)cc1Cl)Nc1ccccn1 | 0 | i | i | i | i | i | -1 | 3 | i | 0 | i
COc1ccc(OC)c(CCNC(=O)CS(=O)(=O)Cc2nc(-c3ccccc3C)oc2C)c1 | 3 | i | i | i | i | i | 0 | -2 | i | -15 | i
O=C(Nc1nnc(-c2ccco2)o1)c1cccc(Cl)c1 | 2 | i | i | i | i | i | -5 | nt | i | -5 | i
COc1ccc2nc(NC(=O)C3CSC4(C)CCC(=O)N34)sc2c1 (stereo not drawn) | -4 | i | i | i | i | i | 5 | 1 | i | -15 | i
O=C(Cn1nc(-c2ccc(N3CCOCC3)c([N+](=O)[O-])c2)c2ccccc2c1=O)N1CCCCC1 | 4 | i | i | i | i | i | -1 | -6 | i | -8 | i
CC(C)(C)c1ccc(S(=O)(=O)N2CCN(CC(=O)NC(=O)NC3CCCCC3)CC2)cc1 | -2 | i | i | i | i | i | 0 | 5 | i | -10 | i
CC(C)(C)C(=O)CN1CCN(S(=O)(=O)c2ccc(F)cc2)CC1 | 2 | i | i | i | i | i | 0 | 1 | i | -2 | i
Cn1c(=O)[nH]c(=O)c2c1nc(SCCN1CCOCC1)n2Cc1ccccc1 | -3 | i | i | i | i | i | -3 | -2 | i | -7 | i
CN(c1ccccc1)P(=O)(N(C)c1ccccc1)N(C)c1ccccc1 | 2 | -11* | i | i | i | i | 2 | -3 | i | -18 | i
COc1ccccc1C1C2CCCCC2(O)CCN1CC(=O)Nc1ccccc1 (stereo not drawn) | -3 | i | i | i | i | i | -2 | 0 | i | -15 | i
CCC/C=C1/CCCOC(C(=O)NCCN2CCOCC2)(C(F)(F)F)C1 (stereo not drawn) | -5 | i | i | i | i | i | 2 | -1 | i | -14 | i
COc1ccc(C(CC(=O)NC(C)(C)C)n2cccc2)cc1 (stereo not drawn) | 2 | i | i | i | i | i | -2 | -2 | i | -5 | i
Cc1ccc(NC(=O)CCC(=O)NNC(=O)COc2ccccc2)c(C)c1 | 0 | i | i | i | i | i | -3 | -2 | i | -7 | i
CCOC(=O)c1c(-c2ccccc2)nc2cc(C)ccn12 | -4 | i | i | i | i | i | 0 | 3 | i | -17 | i
c1ccc(-c2cc(N3CCOCC3)nc3ccccc23)cc1 | -3 | i | i | i | i | i | -3 | 7 | 6* | -5 | i
CC1CCN(C(=S)Nc2cccc(S(=O)(=O)N(C)C)c2)CC1 | 0 | i | i | i | i | i | -2 | 0 | i | -3 | i
CCN1CCN(C(=O)c2ccc3c(Cl)c4c(nc3c2)CCCC4)CC1 | 2 | i | i | i | i | i | nt | 3 | i | -11 | i
COc1ccc(-c2nc(CSCC(=O)NCCC3=CCCCC3)c(C)o2)cc1OC | -3 | i | i | i | i | i | 0 | -5 | i | -13 | i
CC1(C)c2ssc(=S)c2-c2ccccc2N1C(=O)CSC1=NCCS1 | -3 | i | i | i | i | i | -9 | 2 | i | -8 | i
Cc1cc(C(=O)COC(=O)c2ccc(Cl)c(S(N)(=O)=O)c2)c(C)n1C1CC1 | -1 | i | i | i | i | i | 0 | -2 | i | -14 | i
COc1ccc([N+](=O)[O-])cc1COc1cc(C)cc2oc(=O)cc(-c3ccccc3)c12 | 0 | i | i | i | i | i | -5 | 2 | i | -7 | i
Cc1ncoc1C(=O)N1CCCC(C(=O)Nc2cccc(-c3ccc(F)cc3)c2)C1 (stereo not drawn) | 3 | i | i | i | i | i | 1 | 2 | i | -7 | i
Cc1ccccc1NC(=O)CCC(=O)OCC(=O)c1cccc([N+](=O)[O-])c1 | 3 | i | i | i | i | i | -1 | nt | i | -15 | i
COCCN(CCOC)S(=O)(=O)c1ccc(C(=O)Nc2nc(-c3ccccc3)c(C(=O)c3ccccc3)s2)cc1 | 2 | i | i | i | i | i | -1 | 7 | i | -13 | i
Cc1cccc(CSCCNC(=O)Nc2ccccc2)c1 | -5 | i | i | i | i | i | 1 | -12 | i | -6 | i

An excerpt from above, showing only hERG rescue, KCNQ1 act and RGS4 inh.
structure | hERG rescue | KCNQ1 act | RGS4 inh
Cc1ccccc1NC(=O)CCC(=O)OCC(=O)c1cccc([N+](=O)[O-])c1 | -15 | i | i
Cc1ncoc1C(=O)N1CCCC(C(=O)Nc2cccc(-c3ccc(F)cc3)c2)C1 (stereo not drawn) | -7 | i | i
Cc1cc(C(=O)COC(=O)c2ccc(Cl)c(S(N)(=O)=O)c2)c(C)n1C1CC1 | -14 | i | i

Marked active in KCNQ1 block, among the entries above:
Molecule	GSK3B inh	PolyA inhibitor	KCNK3 block	RGS4 inh	KCNK9 inh	GSK3 alpha inh	DYRK1A inh	KCNQ1 block	KCNQ1 act
c1ccc(-c2cc(N3CCOCC3)nc3ccccc23)cc1	-3	i	i	i	i	-3	7	6*	i

Some of the entries above in a different format:
Molecule: Cc1nnc(N/N=C/c2ccc(O)c([N+](=O)[O-])c2)[nH]c1=O
  GSK3B inh: -2	RGS4 pot: i	PolyA inhibitor: i	KCNK3 block: i	RGS4 inh: i	KCNK9 inh: i	GSK3 alpha inh: -4	DYRK1A inh: 4	KCNQ1 block: i	hERG rescue: -2	KCNQ1 act: i
Molecule: COc1cccc(/C=C/C(=O)Nc2ccc3nc4n(c(=O)c3c2)CCCC4)c1OC
  GSK3B inh: 0	RGS4 pot: i	PolyA inhibitor: i	KCNK3 block: i	RGS4 inh: i	KCNK9 inh: i	GSK3 alpha inh: -13	DYRK1A inh: -10	KCNQ1 block: i	hERG rescue: -3	KCNQ1 act: i

A portion of the library, so the mix of outcomes need not match the whole.
